Screening data as filed in PubChem.
RPL19A-GFP yeast: alters RPL19A-GFP fluorescence in TOR pathway yeast screen; S. cerevisiae RPL19A-GFP strain, flow cytometry, 3 h; hits give low values; percent response vs DMSO, % at 10 µM; 330,000 tested, 0.3% active;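 active = percent response vs DMSO below 50%; inconclusive = fewer than 70 events counted for the yeast strain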;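 also: median channel GFP fluorescence of the barcoded RPL19A-GFP strain; ratio of sample median GFP to plate DMSO average so 100% = DMSO; lower means less RPL19A-GFP as with rapamycin TOR inhibition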
GASC-1 inh: blocks human GASC-1 demethylase activity; GST-JMJD2C(1-420) H3K9me3 demethylation, DELFIA europium; AID 2099; Q9H3R0; inhibition, % at 2.35 µM; 330,000 tested, 0.069% active;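 active = more than half of a compound's replicate wells show inhibition beyond 50%, single wells judged on their own value; inconclusive = some, but no more than half, of replicates pass 50% inhibition; inactive = no replicate passes 50% inhibition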;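 also: signal counts dimethyl H3K9 product captured on neutravidin plate; 0% = median of DMSO wells and 100% = 0.3 times that DMSO median; strong numbers were not always called active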
Target sequence (Q9H3R0 1-420 limits assumed): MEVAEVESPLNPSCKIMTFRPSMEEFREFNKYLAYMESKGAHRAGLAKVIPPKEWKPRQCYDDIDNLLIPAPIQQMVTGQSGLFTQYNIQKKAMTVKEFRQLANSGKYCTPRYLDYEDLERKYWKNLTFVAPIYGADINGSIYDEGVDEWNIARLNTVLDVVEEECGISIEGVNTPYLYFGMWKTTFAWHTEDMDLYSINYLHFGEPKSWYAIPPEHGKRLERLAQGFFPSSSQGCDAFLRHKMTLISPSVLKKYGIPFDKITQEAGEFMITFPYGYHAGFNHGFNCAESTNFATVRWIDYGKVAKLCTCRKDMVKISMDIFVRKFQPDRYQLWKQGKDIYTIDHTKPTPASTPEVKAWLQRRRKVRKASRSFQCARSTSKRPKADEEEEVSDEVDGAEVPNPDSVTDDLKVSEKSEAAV
AHR activator: activators of human aryl hydrocarbon receptor; P35869; AHR-responsive luciferase reporter cells, luminescence; activation, % at 5 µM; 320,000 tested, 2.5% active; AID 2796; in the data active = activation above about 47%;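 also: 0% = vehicle wells and 100% = reference agonist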
CR mimetic SO: lowers age-related superoxide in aged yeast cells; superoxide response (% of plate mean), % at 10 µM; S. cerevisiae aged cells, superoxide DHE fluorescence; hits give low values; 330,000 tested, 0.18% active; AID 2690;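 active = superoxide response under a set limit, about three screen SD below normal, cut at about 65% in these data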;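 also: yeast aged for seven days with compound at 30 °C before DHE staining; 100% = average MFI of all compound-treated wells on the plate with controls excluded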
procasp3 activ: procaspase-3 (human) activation | recombinant procaspase-3 D3A, Ac-DEVD-pNA absorbance 405 nm | activation, % at 8.5 µM | 330,000 tested, 0.11% active | AID 463141;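 active = activation above the mean of all tested compounds plus 3 SD, cut at about 21% in these data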;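 also: 0% = DMSO alone and 100% = DMSO wells spiked with extra 5 µM PC-3 D3A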
Target sequence (P42574 whole entry D9A/D28A/D175A): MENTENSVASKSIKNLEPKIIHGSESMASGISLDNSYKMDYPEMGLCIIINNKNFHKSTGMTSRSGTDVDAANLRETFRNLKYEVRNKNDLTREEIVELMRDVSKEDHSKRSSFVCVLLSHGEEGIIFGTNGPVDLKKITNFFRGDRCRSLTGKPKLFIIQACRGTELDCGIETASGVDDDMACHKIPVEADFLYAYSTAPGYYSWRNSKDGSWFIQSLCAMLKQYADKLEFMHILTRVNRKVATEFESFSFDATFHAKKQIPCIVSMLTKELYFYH
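Compound: 8.5 µM single point, 0.8% DMSO / Material: Autoprocessing-dead procaspase-3 D3A mutant enzyme / Timing: 1 h preincubation plus 2 h reaction at 25 °C / Medium: Zinc-free HEPES/NaCl buffer with 0.01% Triton X-100 at pH 7.4 / Technique: 405 nm absorbance of p-nitroaniline, reads at 0 and 120 min / Repeats: one well per compound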
proCasp7 act: counter-screen for procaspase-3 activators: activators of human procaspase-7. P55210. activation, % at 8.5 µM. 330,000 tested, 0.093% active. recombinant procaspase-7, Ac-DEVD-pNA absorbance 405 nm; D23A/D198A/D206A triple mutant, cannot self-cleave; scale: DMSO 0, 5 µM enzyme 100;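 active = percent activation above the screen-wide mean plus 3 SD, cut at about 25% in these data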
Target sequence (P55210 whole entry D23A/D198A/D206A): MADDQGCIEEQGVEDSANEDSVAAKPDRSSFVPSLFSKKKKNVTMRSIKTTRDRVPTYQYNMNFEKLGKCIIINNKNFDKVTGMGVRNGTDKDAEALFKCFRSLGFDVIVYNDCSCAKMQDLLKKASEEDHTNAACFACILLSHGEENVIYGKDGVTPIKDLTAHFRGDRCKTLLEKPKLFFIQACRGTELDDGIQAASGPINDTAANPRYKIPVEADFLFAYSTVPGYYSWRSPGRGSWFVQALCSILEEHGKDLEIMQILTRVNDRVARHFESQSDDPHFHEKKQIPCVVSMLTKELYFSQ
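System: Procaspase-7 triple mutant (PC-7 D3A); measure: % activation from two-timepoint absorbance difference, scaled to controls; times: 1 h compound preincubation, 2 h substrate cleavage, 25 °C; also added: Ac-DEVD-pNA substrate, 400 µM as added; measured by: Epi-absorbance of released pNA at 405 nm, two timepoints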
LAP4 TOR yeast: alters LAP4-GFP fluorescence in TOR pathway yeast screen; GFP response vs DMSO, % at 10 µM; S. cerevisiae LAP4-GFP multiplex, flow cytometry GFP, 3 h; median GFP as percent of DMSO wells; 320,000 tested, 0.34% active; AID 2023;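 active = GFP response vs DMSO above a set limit, about the screen mean plus 3 SD, cut at about 150% in these data; inconclusive = under 70 cell events counted for the yeast strain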
MEP2-GFP yeast: alters MEP2-GFP fluorescence in TOR pathway yeast screen | GFP response vs DMSO, % at 10 µM | 330,000 tested, 0.51% active | S. cerevisiae MEP2-GFP strain, flow cytometry GFP, 3 h; 100% = DMSO control level;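 active = GFP response versus DMSO above a set limit, roughly screen mean plus 3 SD, cut at about 180% in these data; inconclusive = fewer than 70 cells counted for a yeast strain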;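 also: median GFP fluorescence of the barcode-gated MEP2-GFP cells per well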
Starred values were filed as active, the others as inactive; ? = inconclusive; . = no result given; & = joins results of further samples; [ ] = dose if it differs, or a comment. Outcome played no part in choosing rows (roughly 3.8% active in at least one column).

no.	Compound	RPL19A-GFP yeast	GASC-1 inh	AHR activator	CR mimetic SO	procasp3 activ	proCasp7 act	LAP4 TOR yeast	MEP2-GFP yeast
1	O=C(CSc1n[nH]c(-c2cccnc2)n1)Nc1ccc([N+](=O)[O-])cc1	96	1	10	96	1	3	87	91
2	COc1ccccc1CNC(=O)CCNS(=O)(=O)c1ccc2[nH]c(=O)oc2c1	101	0	0	106	0	8	103	106
3	Cc1noc(C)c1CN(C(=S)NC(C)C)c1ccccc1	96	2	1	87	0	9	98	98
4	COc1ccc(-n2c(=S)[nH]c3sc(-c4ccccc4)cc3c2=O)c(OC)c1	98	2	-1	109	-5	4	101	101
5	CC(C)Cn1c(NCCO)nc2ccccc21	106	-1	-1	92	-6	4	104	102
6	CCC(CC)C(=O)NCCc1ccc(OC)cc1	94	?	2	109	-1	-1	90	93
7	COc1cccc(CSCC(=O)NCCc2ccccc2)c1OC	107	1	-1	105	9	13	101	104
8	CO/N=C(/COc1ccc(F)cc1)c1ccc(OC)cc1	105	6	2	91	7	8	95	105
9	COc1ccc(CN2C3CCCC2CC(NC(=O)Nc2ccccc2)C3)cc1 (stereo unspecified)	102	6	-1	88	6	2	96	103
10	O=C(NCCN1CCN(c2ccccc2F)CC1)c1cccn2c(=O)c3ccccc3nc12	67	4	0	103	2	-147	93	138
11	COc1cc(Br)cc(/C=N/NC(=O)Cc2ccc(C(F)(F)F)cc2[N+](=O)[O-])c1O	100	10	51*	103	5	-1	96	108
12	CC1(C)Cc2nc3sc4c(=O)n(Cc5ccccc5)cnc4c3cc2CS1	105	1	5	118	1	-2	102	115
13	CCOC(=O)c1sc(NC(=O)c2ccccc2OC)nc1C	97	3	-12	98	7	9	105	106
14	Cn1c(CCCNC(=O)c2cccs2)nc2ccccc21	96	7&19	-1	97	3	4	93	98
15	Cc1cc(=O)oc2cc(OCC(=O)NC3CCCCC3)ccc12	103	6	-4	101	3	4	95	109
16	Cc1c(C(=O)Nc2ccc(Cl)cn2)oc2ccccc12	100	9	64*	109	-3	1	86	94
17	Cc1cc(N)nc(SCC(=O)N2C(C)CCCC2C)n1 (stereo unspecified)	96	1	-2	95	1	1	97	105
18	CC(=O)Nc1ccc(OCC(O)CNC2CCCC2)cc1 (stereo unspecified)	93	11	1	88	-5	-3	94	94
19	CC1CCC2(CC1)NC(=O)N(CC(=O)NCCc1c[nH]c3ccccc13)C2=O (stereo unspecified)	98	-4	8	114	1	10	96	99
20	COc1ccc(C(=O)Nc2ccc(C(=O)Nc3cccnc3)cc2)cc1	109	-1	17	101	8	2	107	115
21	N=c1c(C(=O)NC2CCCCC2)cc2c(=O)n3ccccc3nc2n1Cc1cccnc1	33*[may fluoresce violet]	-10	1	94	-16	-15	?	180*[may fluoresce violet]
22	CCOc1ccc(S(=O)(=O)/N=C(\N)c2ccccc2)cc1	97	0	3	86	4	9	98	97
23	CN(C)S(=O)(=O)c1cccc(NC(=O)CCCSc2ccccc2)c1	100	4	2	99	5	-5	111	99
24	CN(C(=O)CC1C(=O)NCCN1C/C=C/c1ccccc1)C1CCOCC1 (stereo unspecified)	98	8	0	90	1	14	102	103
25	Cc1cc(C)cc(N2C(=O)CC(N3CCOCC3)C2=O)c1 (stereo unspecified)	94	-3	2	125	-7	-6	92	99
26	Cn1nnnc1SCC(=O)Nc1ccc(Cl)c(S(=O)(=O)N2CCOCC2)c1	97	6	2	89	0	4	101	96
27	CC1CCc2sc(C(=O)N/N=C/c3ccc(O)cc3)cc2C1 (stereo unspecified)	102	-8	14	82	1	-15	108	104
28	CC1CCCCC1NC(=O)CN1CCC(NC(=O)c2ccc([N+](=O)[O-])cc2)CC1 (stereo unspecified)	105	3	-2	126	-2	2	93	107
29	Cc1cccc(C)c1NC(=O)C1(N(Cc2ccco2)C(=O)Cn2nnnc2N)CCCCC1	99	-5	2	100	-4	10	96	103
30	CCc1cc(=O)[nH]c(SCc2ccc(C)cc2)n1	97	-16	1	109	5	6	99	98
31	Cc1cc(=O)oc2c(CN3CCN(CCO)CC3)c(O)ccc12	101	-1	2	103	6	6	101	101
32	Cc1cccn2c(=O)c3cc(C(=O)NCc4ccco4)c(=N)n(C4CCCC4)c3nc12	100[may fluoresce violet]	14	12	130	-3	-7	93[may fluoresce violet]	112[may fluoresce violet]
33	CC1CN(C(=O)COC(=O)c2cc(S(N)(=O)=O)c(Cl)cc2Cl)CC(C)O1 (stereo unspecified)	100	4	-1	84	0	0	94	96
34	COCCNC(=O)/C(C#N)=C/c1c(N2CCN(c3ccccc3)CC2)nc2ccccn2c1=O	106	-28	0	98	-3	-3	89	108
35	CCOc1ccc(S(=O)(=O)NCCC(=O)N2CCN(c3ccc(OC)cc3)CC2)cc1	84	11	-1	108	7	-3	86	85
36	O=C(CSc1nnc(-c2ccncc2)o1)N1CCCC1	101	0	2	94	3	1	94	111
37	CCOc1ccccc1OCCCC(=O)N1CCN(S(=O)(=O)c2ccc(C)cc2)CC1	100	1&-3	38	86	-3	-6	94	100
38	CN(Cc1nnc(-c2ccc(F)cc2)o1)c1ccccc1	92	0	11	111	9	3	101	98
39	COC(=O)C1CCN(C(c2cccs2)c2sc3nc(C)nn3c2O)CC1 (stereo unspecified)	95	22	3	101	-3	4	98	97
40	CSc1nn2c(C)c(C)c(C)nc2c1C#N	96	0	0	96	-1	5	103	101
41	CCc1ccc(C(CC(=O)c2ccc(Cl)cc2)C(=O)O)cc1 (stereo unspecified)	102	2	2	92	-2	0	102	103
42	C#CCOCCOCCOCCNc1nc(N2CCN(C(=O)CCCCCCCCCCNC(=O)[C@@H](CCC(=O)O)n3cc(CCCCCN)nn3)CC2)nc(N2CCN(C(=O)CCCCCCCCCCNC(=O)[C@H](CCCCN)n3cc(C[C@@H](C)CC)nn3)CC2)n1	74	.	-4	106	10	6	198*	94
43	CN(C)c1nc(Nc2ccccc2)nc(N(C)C)n1	95	1	34	89	1	10	102	99
44	Cn1c(=O)cc(NCc2ccccc2)[nH]c1=O	108	20	8	74	-2	11	105	114
45	Cc1ccc(NC(=O)CSc2nccn2Cc2ccco2)cc1	107	0	3	86	1	9	95	106
46	Cc1occc(=O)c1OCc1c(Cl)cccc1Cl	102	3	3	86	-8	0	104	108
47	O=C(NC1CCN(C(=O)N2CCOCC2)CC1)c1ccccc1	99	1	-1	129	6	2	92	99
48	COc1ccc(CNC(=O)/C=C/c2ccc(OCCCF)cc2)cc1	98	-3	-4	91	-10	11	106	101
49	Cc1ccc(-c2ccc(SCC(=O)N3CCc4ccccc43)nn2)cc1	111	14	7	92	10	-6	108	113
50	COc1cc(NC(=O)c2cc(Cl)ccc2Cl)ccc1-c1cc2ccccc2oc1=O	98	-2	-3	115	0	-4	105	106
51	Cc1c(C(=O)NC(C)c2ccncc2)oc2ccccc12 (stereo unspecified)	102	-5	20	86	-2	1	97	107
52	Cc1[nH]n(-c2ccccc2)c(=O)c1/C=N/N1C(=O)c2ccc3c4c(ccc(c24)C1=O)CC3	108	0	15	105	0	12	106	127
53	Cc1cc(=O)[nH]c(-c2ccccc2)n1	103	0	0	92	8	5	93	102
54	COc1ccc(NCc2nnc(SCC(=O)Nc3nc(-c4ccccc4)cs3)n2-c2ccccc2)cc1	104	-4	5	103	-1	3	99	103
55	C/C(=N\Nc1nncc2ccccc12)c1cccc(OC(F)F)c1	105	?	-9	103	3	-8	104	107
56	COC(=O)c1cc(C(=O)N2CCN(c3ncccn3)CC2)cc([N+](=O)[O-])c1	102	-6	-1	106	5	0	92	101
57	COc1ccc(-c2cc(C(=O)N3CCCCC3)c3ccccc3n2)cc1OC	99	-17	19	99	-1	-8	99	100
58	CCc1ccc(CNC(=O)C2Cc3cc(S(=O)(=O)N4CCCC4)ccc3N2C(C)=O)cc1 (stereo unspecified)	95	3	3	94	9	-6	96	100
59	C=CC[N+](C)(C)C/C(Cl)=C(\Cl)c1ccccc1	105	-10	-1	102	6	3	104	109
60	CCOc1ccc(N/N=C(/C#N)C(N)=O)cc1	78	5	7	46*	7	-2	210*	228*

The results go on.
no.	Compound	RPL19A-GFP yeast	GASC-1 inh	AHR activator	CR mimetic SO	procasp3 activ	proCasp7 act	LAP4 TOR yeast	MEP2-GFP yeast
61	CC(C)CC(NC(=O)CC12CC3CC(CC(C3)C1)C2)C(=O)NC1=NCCS1 (stereo unspecified)	101	0	0	97	-9	5	100	103
62	CCOc1ccc(N(CC)C(=O)COc2cc(=O)n(C)c3ccccc23)cc1	98	1	23	93	-2	7	102	99
63	COc1ccc(CC(=O)Nc2cccc(Cl)c2C)cc1S(=O)(=O)N1CCOCC1	91	4	1	94	3	-3	87	94
64	O=C(CCSc1nnc(-c2ccco2)o1)N1CCOCC1	95	-3	1	93	-1	-4	90	101
65	Cc1ccc(NC(=S)N2CCOCC2)cc1	98	3	0	106	-7	1	91	101
66	COc1ccc(NC(=O)[C@@]2(CC(=O)O)CC(/C=C/c3ccccc3)=NO2)cc1	100	-5	0	91	5	10	91	101
67	CSCCC(NC(=O)c1ccc([N+](=O)[O-])cc1Cl)C(=O)OC(C)C(=O)NCc1ccco1 (stereo unspecified)	93	-6	5	128	-2	-2	100	101
68	Cc1cc(C)c(C#N)c(OCC(=O)c2ccccc2)n1	101	17	52*	98	-3	3	103	106
69	CCOC(=O)c1cnc2cc(F)c(F)cc2c1N1CCN(C)CC1	99	-2	0	89	2	4	102	109
70	C=CC[C@H](CC(=O)N(CCO)Cc1ccccc1)C(=O)N[C@@H](COC(=O)[C@H](CC=C)CC(=O)OC(C)(C)C)Cc1c[nH]c2ccccc12	96	-5	-1	91	3	-7	113	109
71	c1ccc(-c2nnc(N3CCOCC3)nc2-c2ccccc2)cc1	103	1	3	108	4	5	101	102
72	Cc1[nH]c2ccccc2c1/C=N/Nc1ccc([N+](=O)[O-])cc1S(=O)(=O)Nc1ccc(Cl)cc1	98	21	0	130	-2	4	105	108
73	CCCN(CCC)CCCNC(=O)CC(C(=O)N1CCc2ccccc21)n1ccnc1 (stereo unspecified)	103	1	13	90	-5	10	96	103
74	COC(=O)CN(c1ccccc1)S(=O)(=O)c1ccc(F)cc1	100	6	3	112	-7	1	119	106
75	Cn1c(SCC(=O)NC2CCCCC2)nnc1-c1cc2cc(Cl)ccc2o1	91	-9	5	98	-6	4	91	92
76	CCN1CCN(CCCOc2ccc(Cl)cc2Br)CC1	95	3	1	96	4	14	99	96
77	CC(C)(C)c1ccc(/C=C(\C#N)C(=O)NC2CC2)cc1	92	-2	1	100	2	5	128	91
78	Cc1n[nH]c(C)c1CCC(=O)N/N=C/c1cccc([N+](=O)[O-])c1	92	-10	15	103	-4	-2	92	97
79	O=[N+]([O-])c1ccc(-c2nnc(CNC3CCCC3)o2)cc1	100	-12	3	115	5	2	93	98
